LRH-1 inv ag – NR5A2 inverse agonism in reporter assay. O00482. HEK293T StAR-luciferase reporter, LRH-1 transfected, 24 h. inhibition, % at 3.6 µM. 360,000 tested, 0.13% active. AID 602396;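 active means inhibition above the mean inhibition of all tested compounds plus 3 SD, cut at about 73% in these data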;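 further: 0% = DMSO wells and 100% = reporter-only cells lacking LRH-1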
Target sequence (O00482 whole entry, looked up): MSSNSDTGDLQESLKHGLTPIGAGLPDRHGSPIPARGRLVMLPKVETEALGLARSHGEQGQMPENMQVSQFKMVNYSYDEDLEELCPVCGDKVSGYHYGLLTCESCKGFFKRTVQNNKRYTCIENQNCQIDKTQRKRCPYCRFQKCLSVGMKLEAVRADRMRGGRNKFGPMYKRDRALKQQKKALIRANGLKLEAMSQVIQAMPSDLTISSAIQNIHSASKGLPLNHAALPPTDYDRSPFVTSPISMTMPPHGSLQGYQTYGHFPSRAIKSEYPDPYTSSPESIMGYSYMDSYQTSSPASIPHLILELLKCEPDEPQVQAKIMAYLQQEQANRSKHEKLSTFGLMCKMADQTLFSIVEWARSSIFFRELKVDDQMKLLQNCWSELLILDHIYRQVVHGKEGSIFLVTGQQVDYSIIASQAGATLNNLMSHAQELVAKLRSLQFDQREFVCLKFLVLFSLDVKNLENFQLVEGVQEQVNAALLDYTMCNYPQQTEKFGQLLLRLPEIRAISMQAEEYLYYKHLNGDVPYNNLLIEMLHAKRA
TLR9-MyD88 inh – inhibitors of human TLR9-MyD88 binding. Q9NR96+Q99836. CHO BLA complementation TLR9-MyD88, CCF4 FRET ratio. inhibition, % at 4.98 µM. 340,000 tested, 0.21% active. AID 504734;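 active means inhibition above the mean over all tested compounds plus 3 SD, cut at about 21% in these data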;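 further: 0% = DMSO only wells and 100% = clavulanate BLA inhibitor control wells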
Granule exo inh – lytic granule exocytosis inhibition; TALL-104 LAMP-1 surface exposure, flow cytometry; cells stimulated with thapsigargin and PMA; 360,000 tested, 0.66% active; inhibition, % at 10 µM;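 active means inhibition above about 55%, limit read from the data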
TROY signal inh – TROY signaling inhibition | Q293 LMP1-TROYcd NF-kB luciferase reporter, 4 h | inhibition, % at 10 µM | 360,000 tested, 0.98% active;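 active means compounds whose plate-normalised and pattern-corrected inhibition of the luciferase reporter signal at the single screening dose is 50% or more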
NOD2 RIPK2 PPI – blocks binding of human NOD2 to RIPK2; CHO BLA complementation NOD2-RIPK2, CCF4 ratio; inhibition, % at 4.98 µM; 360,000 tested, 0.38% active; in the data active means inhibition above about 21%;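 further: 0% = vehicle only and 100% = reference blocker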
Target sequence (O43353 whole entry, looked up): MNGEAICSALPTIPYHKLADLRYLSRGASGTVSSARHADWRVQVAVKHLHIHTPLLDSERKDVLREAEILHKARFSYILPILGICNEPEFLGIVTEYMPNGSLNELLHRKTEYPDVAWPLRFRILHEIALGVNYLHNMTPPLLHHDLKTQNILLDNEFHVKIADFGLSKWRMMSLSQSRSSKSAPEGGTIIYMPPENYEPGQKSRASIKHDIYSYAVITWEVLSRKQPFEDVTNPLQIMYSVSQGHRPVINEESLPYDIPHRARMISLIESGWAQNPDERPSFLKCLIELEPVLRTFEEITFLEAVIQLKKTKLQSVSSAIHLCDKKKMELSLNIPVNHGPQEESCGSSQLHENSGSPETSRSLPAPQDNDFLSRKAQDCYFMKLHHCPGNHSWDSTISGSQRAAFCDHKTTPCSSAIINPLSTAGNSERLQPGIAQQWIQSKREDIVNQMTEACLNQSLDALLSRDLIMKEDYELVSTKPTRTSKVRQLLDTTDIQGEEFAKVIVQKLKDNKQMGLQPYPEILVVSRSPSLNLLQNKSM
COUP-TFII inh – inhibitors of human COUP-TFII (NR2F2) | inhibition, % at 8.6 µM | 370,000 tested, 0.7% active | HEK293T NGFI-A luciferase reporter, luminescence | P24468 | AID 686940;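 active means inhibition above a per-plate cutoff, mean inhibition of test wells between control levels plus 3 SD, cut at about 38% in these data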;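 further: cells cotransfected with COUP-TFII expression vector driving the NGFI-A reporter; 0% = median of COUP-TF2 test wells and 100% = reporter-only cells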
SRC3 inh – inhibitors of human steroid receptor coactivator 3 (SRC3); inhibition, % at 3.6 µM; Q9Y6Q9; 360,000 tested, 0.17% active; HEK293 GAL4-SRC3 luciferase reporter, luminescence;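 active means inhibition above a per-campaign cutoff, the mean of all compounds plus 3 SD, cut at about 60% in these data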;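 further: 0% = DMSO-treated cells and 100% = gossypol-treated cells at 36 µM; higher means less SRC3-driven luciferase light from the GAL4 reporter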
TWEAK-Fn14 inh – inhibitors of TWEAK-Fn14 interaction signaling; inhibition, % at 10 µM; 360,000 tested, 2% active; TWEAK-stimulated Fn14 reporter cells, luciferase luminescence, 8 h; in the data active means inhibition above about 50%
ABHD5-PLIN5 inh – ABHD5-PLIN5 protein interaction inhibition. 360,000 tested, 0.78% active. Split G. princeps luciferase complementation, luminescence, 4 h. inhibition, % at 4 µM;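 active means inhibition above the mean inhibition across every tested compound plus 3 SD, cut at about 22% in these data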;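 further: 0% = DMSO only wells and the 100% control is not disclosed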
SRC2 inh – human SRC2 (NCOA2) inhibition. HEK293 GAL4-SRC2 luciferase reporter, luminescence. inhibition, % at 9 µM. 370,000 tested, 0.17% active. Q15596. AID 651957;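 active means inhibition above the mean inhibition of all tested compounds plus 3 SD, set per campaign, cut at about 52% in these data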;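 further: 0% = DMSO treated cells and 100% = cells given Gossypol at 36 µM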
NCOA1 inh – human NCOA1 inhibition. inhibition, % at 3.6 µM. HEK293 GAL4-SRC1 luciferase reporter, luminescence. AID 588354. 360,000 tested, 0.12% active;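 active means inhibition above the campaign mean plus 3 SD, with each screening campaign given its own cutoff, cut at about 60% in these data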;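 further: 0% = DMSO treated cells and 100% = gossypol at 36 µM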
* = called active by the depositor. Some of the compounds tested; rates above refer to the full screens.

The first 2 compounds, to show the layout:
`CC(=O)Nc1cccc(C(=O)/C=C/c2ccc(N(C)C)cc2)c1` gave LRH-1 inv ag -18.4, TLR9-MyD88 inh 44.0*, Granule exo inh 22.8, TROY signal inh -63.9, NOD2 RIPK2 PPI 57.4*, COUP-TFII inh -4.4, SRC3 inh -25.1, TWEAK-Fn14 inh -12.8, ABHD5-PLIN5 inh 13.0, SRC2 inh -14.7 and NCOA1 inh -22.4.
O=C(Cc1ccc(Cl)cc1)Nc1ccc(Br)cn1 was read as LRH-1 inv ag -22.8, TLR9-MyD88 inh 4.7, Granule exo inh -4.1, TROY signal inh -19.6, NOD2 RIPK2 PPI 5.2, COUP-TFII inh -18.0, SRC3 inh -46.0, TWEAK-Fn14 inh 9.6, ABHD5-PLIN5 inh -3.0, SRC2 inh -26.6 and NCOA1 inh -3.4.

The list itself, repeating the preview:
`CC(=O)Nc1cccc(C(=O)/C=C/c2ccc(N(C)C)cc2)c1` gave LRH-1 inv ag -18.4, TLR9-MyD88 inh 44.0*, Granule exo inh 22.8, TROY signal inh -63.9, NOD2 RIPK2 PPI 57.4*, COUP-TFII inh -4.4, SRC3 inh -25.1, TWEAK-Fn14 inh -12.8, ABHD5-PLIN5 inh 13.0, SRC2 inh -14.7 and NCOA1 inh -22.4.
O=C(Cc1ccc(Cl)cc1)Nc1ccc(Br)cn1 was read as LRH-1 inv ag -22.8, TLR9-MyD88 inh 4.7, Granule exo inh -4.1, TROY signal inh -19.6, NOD2 RIPK2 PPI 5.2, COUP-TFII inh -18.0, SRC3 inh -46.0, TWEAK-Fn14 inh 9.6, ABHD5-PLIN5 inh -3.0, SRC2 inh -26.6 and NCOA1 inh -3.4.
O=C(NNC(=O)c1cc2ccccc2o1)c1ccc(Cl)cc1 was read as LRH-1 inv ag -5.9, TLR9-MyD88 inh -11.4, Granule exo inh -1.3, TROY signal inh 23.1, NOD2 RIPK2 PPI 1.9, COUP-TFII inh -8.0, SRC3 inh 14.6, TWEAK-Fn14 inh -0.6, ABHD5-PLIN5 inh -4.8, SRC2 inh -5.4 and NCOA1 inh 7.0.
Screening COCCN(CCOC)C(=O)C1CCCN(S(=O)(=O)c2ccc(NC(=O)OC)cc2)C1 (stereo not given) returned LRH-1 inv ag 9.7, TLR9-MyD88 inh 3.6, Granule exo inh 0.6, TROY signal inh 15.8, NOD2 RIPK2 PPI 8.9, COUP-TFII inh 4.0, SRC3 inh 1.0, TWEAK-Fn14 inh 7.4, ABHD5-PLIN5 inh -2.4, SRC2 inh 5.0 and NCOA1 inh -16.8.
`CCn1c(SCc2ccc(Cl)c(Cl)c2)nnc1C(C)NC(=O)c1ccc(OC)cc1` (stereo not given) gave LRH-1 inv ag -3.5, TLR9-MyD88 inh -4.5, Granule exo inh -6.6, TROY signal inh 17.8, NOD2 RIPK2 PPI -10.5, COUP-TFII inh -1.4, SRC3 inh 14.2, TWEAK-Fn14 inh 32.2, ABHD5-PLIN5 inh 2.3, SRC2 inh -1.9 and NCOA1 inh -4.5.
Screening COc1cc(Cl)c(C)cc1NC(C)C(=O)Nc1cc(C(F)(F)F)ccc1N1CCOCC1 (stereo not given) returned LRH-1 inv ag 6.5, TLR9-MyD88 inh 1.8, Granule exo inh -1.4, TROY signal inh 12.4, NOD2 RIPK2 PPI -11.9, COUP-TFII inh -4.0, SRC3 inh 13.1, TWEAK-Fn14 inh 5.4, ABHD5-PLIN5 inh -5.6, SRC2 inh 24.0 and NCOA1 inh 4.9.
C=CCS/C(N)=N\N=C\c1c(O)ccc2ccccc12 was read as LRH-1 inv ag -102.1, TLR9-MyD88 inh 0.4, Granule exo inh -1.9, TROY signal inh -61.3, NOD2 RIPK2 PPI -14.1, COUP-TFII inh -49.8, SRC3 inh -107.7, TWEAK-Fn14 inh 23.6, ABHD5-PLIN5 inh 1.4, SRC2 inh -50.4 and NCOA1 inh -114.0.
CCCCn1c(SCC(=O)Nc2nccs2)nc2ccccc2c1=O was read as LRH-1 inv ag 9.1, TLR9-MyD88 inh 1.8, Granule exo inh 19.0, TROY signal inh -21.7, NOD2 RIPK2 PPI 2.1, COUP-TFII inh -5.2, SRC3 inh -27.6, TWEAK-Fn14 inh -1.6, ABHD5-PLIN5 inh 2.2, SRC2 inh -0.8 and NCOA1 inh -11.8.
`CNC(=O)c1cccc(N2CCCC2=O)c1` gave LRH-1 inv ag 0.3, TLR9-MyD88 inh -4.6, Granule exo inh 5.7, TROY signal inh -11.1, NOD2 RIPK2 PPI -11.2, COUP-TFII inh -0.9, SRC3 inh -10.5, TWEAK-Fn14 inh -12.2, ABHD5-PLIN5 inh 1.4, SRC2 inh -19.4 and NCOA1 inh -9.2.
`Cn1cc(Br)c(C(=O)Nc2ncc(Br)s2)n1` gave LRH-1 inv ag -43.3, TLR9-MyD88 inh -2.7, Granule exo inh -0.3, TROY signal inh -36.3, NOD2 RIPK2 PPI -10.6, COUP-TFII inh -20.1, SRC3 inh -45.8, TWEAK-Fn14 inh -8.4, ABHD5-PLIN5 inh 1.3, SRC2 inh -41.6 and NCOA1 inh -30.7.
For NS(=O)(=O)c1ccc(CCNC(=O)C(=O)NCC2OCCN2S(=O)(=O)c2cccs2)cc1 (stereo not given) the results were LRH-1 inv ag 12.8, TLR9-MyD88 inh -2.2, Granule exo inh -5.6, TROY signal inh 25.7, NOD2 RIPK2 PPI -6.0, COUP-TFII inh -4.2, SRC3 inh -4.3, TWEAK-Fn14 inh 8.9, ABHD5-PLIN5 inh -3.6, SRC2 inh 7.4 and NCOA1 inh 6.5.
Screening CN(CC(=O)NC1CCCCCCC1)S(=O)(=O)c1cnc[nH]1 returned LRH-1 inv ag 3.2, TLR9-MyD88 inh -2.2, Granule exo inh 4.2, TROY signal inh 6.0, NOD2 RIPK2 PPI -8.8, COUP-TFII inh 1.9, SRC3 inh 8.7, TWEAK-Fn14 inh -23.5, ABHD5-PLIN5 inh 6.2, SRC2 inh -24.1 and NCOA1 inh -1.2.
For COc1ccc(Cl)cc1NC(=O)Nc1ccccc1C(N)=O the results were LRH-1 inv ag 19.5, TLR9-MyD88 inh 6.0, Granule exo inh -16.3, TROY signal inh -7.5, NOD2 RIPK2 PPI -8.0, COUP-TFII inh -10.8, SRC3 inh 31.1, TWEAK-Fn14 inh -11.4, ABHD5-PLIN5 inh 3.4, SRC2 inh 3.1 and NCOA1 inh 31.3.
For Cc1cccc(OCCCn2c(=O)oc3ccc(C)cc32)c1 the results were LRH-1 inv ag 5.6, TLR9-MyD88 inh -2.6, Granule exo inh 5.4, TROY signal inh -40.4, NOD2 RIPK2 PPI 3.2, COUP-TFII inh -6.8, SRC3 inh 7.3, TWEAK-Fn14 inh -21.2, ABHD5-PLIN5 inh -7.0, SRC2 inh -3.6 and NCOA1 inh -13.7.
Screening Cc1c(Cc2ccc3c(c2)OCO3)sc(NC(=O)c2cccc3ccccc23)c1C(N)=O returned LRH-1 inv ag -12.6, TLR9-MyD88 inh 7.1, Granule exo inh 1.9, TROY signal inh -28.5, NOD2 RIPK2 PPI -12.9, COUP-TFII inh 3.2, SRC3 inh -18.4, TWEAK-Fn14 inh -3.0, ABHD5-PLIN5 inh -5.7, SRC2 inh 6.2 and NCOA1 inh -10.4.
Screening Cc1cccc(N2CCN(C(=O)c3ccc(CNc4c(N5CCC(C)CC5)c(=O)c4=O)cc3)CC2)c1C returned LRH-1 inv ag -2.9, TLR9-MyD88 inh 11.0, Granule exo inh -2.2, TROY signal inh 6.3, NOD2 RIPK2 PPI 11.4, COUP-TFII inh -18.3, SRC3 inh 7.1, TWEAK-Fn14 inh 11.8, ABHD5-PLIN5 inh 4.2, SRC2 inh -18.4 and NCOA1 inh 16.9.
Screening Cc1c(C(C)C)c(=O)n(-c2ccc(S(=O)(=O)NC3CC3)cc2)n1C returned LRH-1 inv ag -1.3, TLR9-MyD88 inh -8.6, Granule exo inh 2.3, TROY signal inh 10.3, NOD2 RIPK2 PPI 2.1, COUP-TFII inh -6.1, SRC3 inh 3.8, TWEAK-Fn14 inh -2.5, ABHD5-PLIN5 inh -4.7, SRC2 inh -2.4 and NCOA1 inh -2.4.
For CCCOc1ccc(C(CC(=O)O)NC(=O)c2cccs2)cc1 (stereo not given) the results were LRH-1 inv ag -12.1, TLR9-MyD88 inh 2.1, Granule exo inh -1.2, TROY signal inh -18.2, NOD2 RIPK2 PPI -0.1, COUP-TFII inh -2.4, SRC3 inh 10.2, TWEAK-Fn14 inh -1.0, ABHD5-PLIN5 inh 5.2, SRC2 inh -10.4 and NCOA1 inh 10.5.
CCOC(=O)C1C(c2ccc(O)c(OCC)c2)NC(=S)NC1(O)C(F)(F)F (stereo not given) was read as LRH-1 inv ag 14.0, TLR9-MyD88 inh 8.9, Granule exo inh -0.7, TROY signal inh -19.5, NOD2 RIPK2 PPI -3.7, COUP-TFII inh 3.5, SRC3 inh 10.9, TWEAK-Fn14 inh 2.1, ABHD5-PLIN5 inh 0.8, SRC2 inh -7.9 and NCOA1 inh 1.3.
COc1ccc(C2c3c(ccc4ccccc34)Oc3ncn4nc(-c5ccco5)nc4c32)cc1OC (stereo not given) was read as LRH-1 inv ag 5.5, TLR9-MyD88 inh 10.4, Granule exo inh 0.2, TROY signal inh 4.7, NOD2 RIPK2 PPI -9.5, COUP-TFII inh -0.3, SRC3 inh 2.7, TWEAK-Fn14 inh 21.2, ABHD5-PLIN5 inh 2.0, SRC2 inh 24.9 and NCOA1 inh -18.1.
CC(SC1=NCCN1S(=O)(=O)c1ccccc1)c1ccccc1 (stereo not given) was read as LRH-1 inv ag -16.8, TLR9-MyD88 inh -8.5, Granule exo inh 5.7, TROY signal inh 4.4, NOD2 RIPK2 PPI 0.9, COUP-TFII inh 8.0, SRC3 inh 9.2, TWEAK-Fn14 inh 1.1, ABHD5-PLIN5 inh -9.1, SRC2 inh -14.6 and NCOA1 inh 8.4.
O=C(CS(=O)(=O)Cc1ccccc1)NCc1ccccc1Cl was read as LRH-1 inv ag 0.9, TLR9-MyD88 inh -9.9, Granule exo inh 4.4, TROY signal inh -21.5, NOD2 RIPK2 PPI -3.9, COUP-TFII inh -9.6, SRC3 inh 12.6, TWEAK-Fn14 inh 2.9, ABHD5-PLIN5 inh 10.1, SRC2 inh -32.8 and NCOA1 inh 10.5.
For COCCNC(=O)COc1ccc(Oc2ccccc2)cc1 the results were LRH-1 inv ag -1.6, TLR9-MyD88 inh 7.7, Granule exo inh -2.1, TROY signal inh -28.4, NOD2 RIPK2 PPI 3.5, COUP-TFII inh -3.3, SRC3 inh 12.9, TWEAK-Fn14 inh -6.7, ABHD5-PLIN5 inh -1.3, SRC2 inh 8.4 and NCOA1 inh -5.0.
Cc1ccc(SCC(=O)N2CCN(S(=O)(=O)c3cccs3)CC2)cc1 was read as LRH-1 inv ag -23.6, TLR9-MyD88 inh -6.8, Granule exo inh 4.0, TROY signal inh -10.9, NOD2 RIPK2 PPI 8.4, COUP-TFII inh 1.3, SRC3 inh -15.7, TWEAK-Fn14 inh -11.0, ABHD5-PLIN5 inh -15.6, SRC2 inh 0.1 and NCOA1 inh -6.9.
Cc1c(NC(=O)OCc2ccccc2)c(=O)n(-c2ccccc2)n1C was read as LRH-1 inv ag -13.6, TLR9-MyD88 inh -3.9, Granule exo inh 0.3, TROY signal inh -10.3, NOD2 RIPK2 PPI -3.5, COUP-TFII inh 13.1, SRC3 inh -3.9, TWEAK-Fn14 inh -0.3, ABHD5-PLIN5 inh -5.7, SRC2 inh -1.5 and NCOA1 inh -15.2.
